Growth percent in the NCI-60 one-dose screen (48 h, 10 µM unless noted): 100 = growth as untreated, 0 = no growth, -100 = all killed.
PC-3 – PC-3 prostate cancer cells; 80,000 tested, 3.9% active
DU-145 – DU-145 prostate cancer. 81,000 tested, 4.2% active
SF-268 – SF-268 CNS cancer cells. 82,000 tested, 3.1% active. AID 1794759
SF-539 – SF-539 CNS cancer. 81,000 tested, 6.8% active. AID 1794752
SNB-75 – SNB-75 CNS cancer; 79,000 tested, 5% active; AID 1794750
U251 – U251 CNS tumor cells; 80,000 tested, 5.4% active
HCC-2998 – HCC-2998 colon cancer; AID 1794799; 79,000 tested, 4.7% active
SF-295 – SF-295 CNS cancer cells | 79,000 tested, 5.6% active
SNB-19 – SNB-19 CNS cancer cells; 81,000 tested, 2.5% active
The depositor's hits bear a star; · = no result given; & = joins results of further samples. The calls were made as follows: active = growth percent below 10; inactive = the rest.

mol,SF-268,U251,SF-539,DU-145,SNB-19,HCC-2998,SF-295,PC-3,SNB-75
FC(F)(F)c1ccc(-c2cnc(-n3ccnc3)nc2NC2CCCCCC2)cc1,103,97,111,104,97,107,86,78,88
CCOc1c(B(O)O)cccc1-c1nc2ccc3[nH]ncc3c2c2c1CCCC2,59,75,19,67,85,51,59,68,-38*
Cc1nc2nc(SCCC(=O)O)[nH]c2c(=O)[nH]1,103,102,103,115,103,100,101,88,98
Cc1ccc(C2CC(c3ccc(Nc4nc(NCCO)nc(Nc5ccc(Cl)cc5)n4)cc3)=NN2c2cc(Cl)cc(Cl)c2)cc1 (configuration not stated),80,97,92,112,106,111,100,99,85
COc1ccc(/C=C2\CCC3=C2Nc2nc(SC)[nH]c(=O)c2C3c2ccc(OC)cc2)cc1 (configuration not stated),86,108,104,79,102,109,97,79,96
CC(=O)Nc1cccc(S(N)(=O)=O)c1C,93,107,103,106,99,119,110,·,86
OCCN(CCO)Cc1cc(OCc2ccccc2)ccc1O,92,104,100,99,111,96,93,103,85
CCNc1cc(Cl)nc(N)n1,97,94,94,108,95,95,97,95,92
O=C(/C=C/c1ccccc1)c1cccc2ccccc12,42,30,51,16,57,48,35,45,17
COc1cc2c(c(OC)c1OC)-c1ccc(OC)c(=O)cc1[C@@H](NC(=O)CCl)CC2,23,4.6*,4.5*,-18*,39,5.7*,25,23,79
O=C1C=CC(=O)N1Cc1ccccn1,94,112,100,113,97,·,105,99,87
CCOC(=O)c1nc2c3ccccc3ccn2c1C(=O)c1ccc([N+](=O)[O-])cc1,95,94,102,100,85,109,99,69,110
Cc1cc2cc(C)c3cccc(C)c3c2c2c(C)cccc12,102,106,99,105,103,107,103,102,104
O=C(Nc1ccc2c(ccn2Cc2ccc(F)cc2)c1)c1ccnnc1,88,90,90,85,83,104,64,74,72
COc1ccccc1NC(=O)c1ccccc1,107,99,106,116,102,98,107,94,102
O=c1c2c3c(sc2nc(SCc2ccccc2)n1-c1ccccc1)CCCCC3,104,100,95,102,103,110,97,100,112
COc1ccc(Cn2c(NCCCN(C)C)nc(=O)n(Cc3ccc(F)cc3)c2=O)cc1,84,·,108,99,104,101,96,80,81
Cc1ccc(Cl)cc1Nc1nc(C(F)(F)F)ccc1C(=O)N/N=C/c1c(Cl)cccc1Cl,-7.3*,2.7*,-17*,2.9*,11,·,-18*,-18*,26
O=C(Cc1ccc(CCC(=O)c2ncc[nH]2)cc1)Nc1ccccc1,91,100,92,98,93,103,97,92,86
COc1ccc2c(c1)oc1c(C)c3c(c(C)c12)C(=O)N(CCCO)C3=O,96,102,108,92,104,112,103,109,111
CCN(Cc1ccccc1)N=Nc1ccccc1,118,108,107,151,104,103,147,92,90
O=C(CN1CCN(c2cc3c(cc2F)c(=O)c(C(=O)O)cn3C2CC2)CC1)N/N=C/c1ccco1,94,97,93,106,100,107,100,93,88
Cc1ccc(-c2nc(SCC(=O)Nc3nc(-c4ccc(Cl)cc4)cs3)[nH]c(=O)c2C#N)cc1,98,94,117,103,108,109,101,90,87
C/C(=C(/C#N)C(=O)O)c1ccccc1,110,96,108,122,104,110,110,104,103
COc1cc(C(=O)C[n+]2ccccc2)ccc1OC(C)=O,98,99,94,106,99,105,97,90,88
Cc1cc(CC(=O)O)cc(C)c1C,109,98,112,112,104,101,93,101,100
O=C(Cn1cc(COn2nnc3ccccc32)nn1)Nc1ccccn1,105,100,98,112,95,103,114,94,88
CN(C)CCC(C#N)(CCC1CCCCC1)c1ccccc1 (configuration not stated),81,73,79,100,70,77,71,67,50
Oc1c(-c2nnc(SCc3ccccc3)o2)sc2nnc(-c3ccccc3)c(-c3ccccc3)c12,103,122,122,112,103,97,·,·,88
Nc1c(C(=O)Nc2cccc(Cl)c2)sc2nc3c(cc12)C(O)CCC3 (configuration not stated),50,17,-25*,7.3*,66,25,14,28,29
COc1ccc(Cn2c(Br)c3c(c2-c2ccccc2)CCc2sc(NC(C)=O)nc2-3)cc1,88,94,96,95,96,114,86,81,46
CC(O)CC(c1ccccc1)c1ccccc1 (configuration not stated),102,100,103,118,99,105,113,104,95
COc1ccc(C(=O)CCC(=O)O)c2ccccc12,102,93,99,110,·,94,109,89,122
CCOC(=O)c1cc(=O)nc2n1N=C1C(C#N)=C(C)C=C(c3ccccc3)N1N2,99,101,105,106,86,105,85,77,·
COc1cc2c(cc1OC)/C(=C\c1sc(=S)n(CCC(=O)O)c1O)C(C(=O)O)=N2,95,96,93,106,96,101,100,88,73
CCCCN(CCCC)CC(N)=O,105,97,99,106,98,103,88,102,91
O=C1/C(=C/c2ccc(O)cc2)Oc2cc(O)ccc21,101,97,88,109,87,108,98,102,85
Cc1ccc2c(c1)C(N1CCCC1=O)CCN2Cc1cc2ccccc2[nH]c1=O (configuration not stated),88,97,84,103,89,97,76,45,86
CNCC[C@@H](Oc1ccccc1)c1ccccc1,115,108,109,127,107,103,100,99,94
Cc1ccc(Nc2[nH]c(=O)nc3c2cnn3C)c(C)c1,103,89,93,112,99,107,99,85,96
Cc1ccc2c(c1)[nH]c1ccccc12,103,96,108,99,107,97,110,93,106
Cc1ccc(/C=N/O)cc1,102,92,112,120,113,108,111,105,102
O=C(Nc1ccc(F)c(Cl)c1)c1n[nH]c(=O)c2ccccc12,99,90,124,131,104,103,85,112,94
Cc1csc(-c2ccc3c(c2)COC3(CCCN(C)C)c2ccc(F)cc2)c1 (configuration not stated),57,-45*,74,43,75,-51*,74,28,32
CC(C)CNCC(=O)Nc1ccc(C(=O)OCC(C)C)cc1,93,85,104,118,87,101,105,89,73
C=CCn1c2c(c3ccccc31)CC1CN(c3ccc(OC)cc3)C(=O)C1C2C(=O)O (configuration not stated),93,101,103,111,103,108,100,100,·
Oc1ccc2ccccc2c1CN1CCOCC1,102,110,81,124,110,105,110,100,96
O=C(O)c1ccccc1C(=O)OC1CCCC2CCCC21 (configuration not stated),106,114,102,103,104,99,·,97,97
COc1cccc(NC(=O)c2cccc(-c3cc(=O)c4c(OC)c(OC)c(OC)cc4o3)c2)c1,63,62,77,72,82,88,71,57,90
CCn1c(Sc2nnc(Nc3ccc(C)cc3)s2)nc2c1c(=O)n(C)c(=O)n2C,89,110,87,98,87,92,105,103,92
COc1cc(CNS(=O)(=O)c2ccc(C)cc2)ccc1OCc1cn(-c2ccc([N+](=O)[O-])cc2)nn1,90,100,102,103,100,·,101,97,88
CN(C)c1ccc(N=Nc2ccc3ccccc3c2)cc1,88,76,93,99,100,100,107,76,77
Cc1c2cccnc2c(C)c2c1c1cc(C(=O)O)ccc1n2C,71,79,78,84,72,75,96,80,82
CN(C/C=C/c1ccccc1)Cc1cccc2ccccc12,101,99,103,108,107,98,77,93,107
CCCCCCOC(=O)c1nn(C(C)=O)c2ccccc12,92,90,104,101,91,100,94,98,·
CCN(CC)CCOc1nc2ccccc2c2c1-c1ccc(OC)cc1C2=O,-6.6*,-11*,29,-8.1*,25,15,-8.0*,7.5*,1.7*
Cc1ccc(S(=O)(=O)NCC[C@@H]2C[C@H]2c2ccc3ccccc3c2)cc1,97,93,103,108,102,119,98,87,93
COC(=O)[C@H](Cc1ccccc1)NC(=O)[C@@H](N)CC(=O)O,106,99,92,112,103,120,99,97,91
CN(C)c1ccc(/C=N\NC(=O)c2ccc3nc(-c4ccc(Cl)cc4)[nH]c3c2)cc1,78,1.6*,88,85,60,79,31,47,97
Cc1cc(=O)oc2ccc(C(C)(C)C)cc12,96,93,100,101,100,105,106,88,87

(more compounds)
mol,SF-268,U251,SF-539,DU-145,SNB-19,HCC-2998,SF-295,PC-3,SNB-75
Cc1ccc2oc(=O)cc(C3NNC(=S)N3)c2c1 (configuration not stated),107,99,98,110,108,113,99,93,88
Cc1cc(O)cc(-c2nn(C)cc2-c2cc(NC[C@@H](C)O)nc(-c3cccnc3)n2)c1,104,96,87,99,87,76,98,92,78
COC(=O)c1ccc(NC(=O)c2c(C)[nH]c3ccc([N+](=O)[O-])cc3c2=O)cc1O,99,104,98,97,95,104,95,88,107
CCOC(=O)c1ccc2c(c1)nc(/C=C/c1cc(OC)c(OC)c(OC)c1)n2-c1cc(C(C)(C)C)[nH]n1,78,68,·,84,99,100,96,72,32
CCOC(=O)Nc1c(C)cc(C)cc1C,103,98,116,108,110,95,88,108,92
C[C@H]1[C@H]2C3=CC[C@@H]4[C@@]5(C)CCC(=O)C(C)(C)[C@@H]5CC[C@@]4(C)[C@]3(C)CC[C@@]2(C(=O)N2CCN(C)CC2)CC[C@@H]1C,78,74,84,96,85,92,91,62,70
O=C1/C(=C/C2=Cc3ccccc3OC2)SC(=S)N1c1ccccc1,93,96,97,92,97,108,92,90,81
Cc1ccc(C(=O)CSc2nnc3n2N=C(c2ccc(C)cc2)CS3)cc1,95,99,101,104,88,100,97,101,87
N[C@@H](CCCCNCC(=O)O)C(=O)O,102,100,93,103,99,103,100,121,84
COc1cc(C2C(C(=O)Nc3ccccn3)=C(C)NC(C)=C2C(=O)Nc2ccccn2)cc(CN2CCCCC2)c1O,110,110,114,113,108,107,93,·,79
O=C(N/N=C/c1ccc2c(c1)OCO2)C1CC1,108,93,111,114,99,106,·,100,95
COc1ccc(/C=N/NC(=O)CN2C(=O)NC3NC(=O)NC32)cc1 (configuration not stated),100,106,98,110,99,110,103,107,83
CCN1C(=O)C2(Nc3ccccc3S2)c2cc(C)ccc21 (configuration not stated),98,98,94,101,107,105,101,89,76
CCc1c2c(nc3ccc(OC(=O)NCc4ccc(B5OC(C)(C)C(C)(C)O5)cc4)cc13)-c1cc3c(c(=O)n1C2)COC(=O)[C@]3(O)CC,-5.0*,-33*,-47*,3.5*,1.9*,-8.1*,-0.5*,15,-22*
CCCCCCCCCCCCNC(=O)N1C(=O)CCN1C,103,83,103,108,99,106,100,88,106

Entries above that contain two or more sulfur atoms:
mol,SF-268,U251,SF-539,DU-145,SNB-19,HCC-2998,SF-295,PC-3,SNB-75
O=c1c2c3c(sc2nc(SCc2ccccc2)n1-c1ccccc1)CCCCC3,104,100,95,102,103,110,97,100,112
Cc1ccc(-c2nc(SCC(=O)Nc3nc(-c4ccc(Cl)cc4)cs3)[nH]c(=O)c2C#N)cc1,98,94,117,103,108,109,101,90,87
Oc1c(-c2nnc(SCc3ccccc3)o2)sc2nnc(-c3ccccc3)c(-c3ccccc3)c12,103,122,122,112,103,97,·,·,88
COc1cc2c(cc1OC)/C(=C\c1sc(=S)n(CCC(=O)O)c1O)C(C(=O)O)=N2,95,96,93,106,96,101,100,88,73
CCn1c(Sc2nnc(Nc3ccc(C)cc3)s2)nc2c1c(=O)n(C)c(=O)n2C,89,110,87,98,87,92,105,103,92
O=C1/C(=C/C2=Cc3ccccc3OC2)SC(=S)N1c1ccccc1,93,96,97,92,97,108,92,90,81
Cc1ccc(C(=O)CSc2nnc3n2N=C(c2ccc(C)cc2)CS3)cc1,95,99,101,104,88,100,97,101,87

Following part
mol,SF-268,U251,SF-539,DU-145,SNB-19,HCC-2998,SF-295,PC-3,SNB-75
Cc1ccc(S(=O)(=O)Oc2ccc(-c3cn4ccoc4n3)cc2)cc1,101,99,96,105,99,118,98,99,93
C/C=C(C)/C=N/Nc1nc(-c2ccc(OC)cc2)cs1,93,88,98,95,90,106,89,81,90
CC1(C)CC(Cc2ccccc2)C(=O)c2ccccc21 (configuration not stated),110,106,95,116,93,107,96,88,94
Nc1ccc(Br)cc1Br,104,111,99,111,100,·,129,105,96
CCN(CC)CCOC(=O)C(c1ccccc1)C1(O)CCCC(C)C1 (configuration not stated),100,93,105,·,109,109,102,91,99
COc1ccc(-c2cc(C(=O)Nc3nc4cc(C)c(C)cc4s3)nc3cc(-c4ccccc4)nn23)cc1OC,·,111,99,121,108,100,112,·,88
CCOC(=O)C(C(C)=O)C(C(C)=O)C(=O)OCC (configuration not stated),113,103,94,110,102,102,108,90,91
CSCCC(NC(=O)c1ccccc1)C(=O)N/N=C1\S/C(=C/c2ccc(Cl)cc2)C(=O)N1Cc1ccccc1 (configuration not stated),69,75,39,100,68,110,108,98,76
Cc1cc(N2CCC(C)CC2)nc(N2CCN(CC(=O)Nc3ccc4c(ccn4Cc4ccccc4)c3)CC2)n1,80,59,80,89,76,93,77,48,81
COc1ccc(C(=O)CN(C=C(C#N)C#N)c2cccnc2)cc1,104,100,95,106,94,96,103,99,68
CCNc1ccc2c(c1)Cc1ccccc1-2,99,99,99,107,105,100,111,88,93
CC(=O)c1ccc2c(c1)CCC2,105&102,94&96,102&105,102&108,110&108,105&97,91,96&99,105&77
O/N=C(\c1ccco1)C(O)c1ccco1 (configuration not stated),101,97,103,111,99,103,95,94,97
Cc1ccc(/C=C2\C(=O)N(C)c3ccc(Br)cc32)s1,95,92,93,105,92,105,100,96,70
NS(=O)(=O)c1ccc(C(=O)N/N=C/c2c[nH]c3ccccc23)cc1,101,95,99,114,97,108,98,95,92
